MCF10A rerep: induces DNA re-replication in MCF 10a normal breast cells; MCF 10A DNA re-replication, Hoechst nuclear intensity, 48 h; Potency, µM (series often up to 46.1 µM), for the others: at the top dose activity, positive = re-replication, usual class: activators; hit rate 2.9% among 350,000; also: potency is read from the fitted curve at half-maximal effect; % of control where 0% means no effect; nearly all actives have a fitted effect of over 50% in size
HepG2 tox: counter-screen for TGF-b inhibitors: cytotoxicity in HepG2 cells. HepG2 CAGA-GFP viability, ATP luminescence, 18 h. hit rate 0.76% among 410,000. Potency, µM (series often up to 46.1 µM), without a hit: top-dose activity change, negative = cytotoxicity, hits mostly cytotoxic; also: potency is read from the fitted curve at half-maximal effect; some results filed as inactive show a strong effect at the top dose
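HepG2 CAGA-GFP cells (1000/well, DMEM with 1% FBS) received compound, then TGF-beta at 500 pg/mL final, and were incubated 18 hours at 37 degrees C. Viability was read by CellTiter-Glo luminescence. Media-only wells were set as complete cell-killing and DMSO as no toxicity.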
ATXN2 expr inh: reduces ATXN2 reporter expression in HEK-293 cells | Potency, µM (highest dose often 57 µM), inactives show at the highest dose activity change, negative = inhibition, hits mostly inhibitors | HEK-293 ATXN2-luciferase reporter, luminescence, 24 h | hit rate 0.72% among 360,000; also: potency is read from the fitted curve at half-maximal effect; % is scaled to controls: 0 for no effect and ±100 for the full control effect; nearly all actives have a fitted effect of over 55% in size
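qHTS (up to 57 uM final) was run with 24 h compound exposure of reporter cells at 37 °C. Each well was multiplexed: SteadyGlo luminescence measured ATXN2-luciferase expression after a fluorogenic Gly-Phe-AFC viability readout (25 uM final).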
Nrf2 inh: Nrf2 pathway inhibition; A549 ARE-Fluc reporter, luciferase luminescence, 18-24 h; Potency, µM (titrated, usually from 46 µM), for the others: at the top dose activity change, negative = inhibition, usual class: inhibitors; hit rate 2.1% among 360,000; AID 504444; also: potency is read from the fitted curve at half-maximal effect; % is scaled to controls: 0 for no effect and ±100 for the full control effect; nearly all actives have a fitted effect of over 60% in size
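Quantitative HTS in A549 cells stably bearing an antioxidant response element-firefly luciferase construct. Inhibition of Nrf2-driven transcription was scored by luminescence after 18-24 h of compound exposure at 37 °C.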
TGFb inhibitor: TGF-b pathway inhibition; HepG2 CAGA-GFP TGF-b/SMAD3 reporter, GFP fluorescence, 18 h; TGF-beta stimulated, 500 pg/mL final; Potency, µM (series often up to 46.1 µM), inactives show at the top dose activity, negative = inhibition, actives largely listed as inhibitors; hit rate 1.2% among 410,000; AID 588855; also: potency is read from the fitted curve at half-maximal effect; % is scaled to controls: 0 for no effect and ±100 for the full control effect; nearly all actives have a fitted effect of over 65% in size
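Read-out: total well GFP (ex488/em500-530) summed from mean per-cell fluorescence. Cells: HEPG2 CAGA-GFP, 1% FBS DMEM, 18 h at 37 degrees C with 500 pg/mL final TGF-beta. Unstimulated wells served as the full-inhibition control; stimulated DMSO wells = 0%.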
Nrf2 ARE act: Nrf2 pathway activation; AREc32 ARE-luciferase reporter (MCF7-derived line), luminescence, 24 h; Potency, µM (titrated, usually from 46.1 µM), for inactives: at the highest dose activation, hits mostly activators; hit rate 0.31% among 410,000; AID 624171; also: potency is read from the fitted curve at half-maximal effect; % of control where 0% means no effect; nearly all actives have a fitted effect of over 65% in size
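Quantitative high-throughput format: AREc32 reporter cells, 1000 per well, received compound by pin transfer and were incubated 24 hr at 37 deg C, 5% CO2, before Steady-Glo luminescence detection.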
IL-1B inflam inh: inhibitors of inflammasome signaling (IL-1 beta secretion); THP-1 LPS/ATP IL-1B secretion, AlphaLISA, 16 h; stronger effect = lower value; AID 743279; hit rate 4.7% among 360,000; activity change, % at 57.5 µM; in the data active = activity change below about -50%; inconclusive = mostly about -30% to -49%; also: % is scaled to controls: 0 for no effect and ±100 for the full control effect
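Secreted IL-1B measured by AlphaLISA bead assay after 16 h compound exposure of THP-1 cells; compounds (final up to 57.5 uM) added 1 h before LPS (250 ng/mL) and ATP (1.25 mM) stimulation; lower signal means less secretion.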
ATXN viability: reduces viability in counter-screen for ATXN expression inhibitors | hit rate 0.49% among 400,000 | Potency, µM (top dose mostly 56.7 µM), actives largely listed as cytotoxic | S2 cells (HEK-293 line with an ATXN2-luciferase reporter) viability, CellTiter-Fluor protease fluorescence, 24 h | AID 651635; also: potency is read from the fitted curve at half-maximal effect; nearly all actives have a fitted effect of over 40% in size
A549 tox: counter-screen for Nrf2 inhibitors: cytotoxicity in A549 cells | A549 ARE-Fluc cells, CellTiter-Fluor viability, 18-24 h | Potency, µM (top dose mostly 46 µM), inactives show top-dose activity change, negative = cytotoxicity, hits mostly inhibitors | hit rate 0.16% among 390,000; also: potency is read from the fitted curve at half-maximal effect; % is scaled to controls: 0 for no effect and ±100 for the full control effect
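Cytotoxicity counterscreen: CellTiter-Fluor fluorescence was measured in A549 ARE_Fluc cells after 18-24 h of compound exposure in a concentration series. The subsequent BugLite luminescent read reports ARE-luciferase activity.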
* = called active by the depositor; i = inactive; u = inconclusive; x = not tested or not shown; & = joins results of further samples; [ ] = dose if it differs, or a comment. Unless noted, calls follow the shape of the dose curve; as a rule, active = well fitted curve in the direction sought with a large enough effect; inconclusive = small, poorly fitted or top-dose-only effect, or another doubt; inactive = no such curve, though single readings can be large; an effect the other way counts as inactive or inconclusive. An unsorted share of the library; 8.8% or so of the library scored in one or more.

SMILES	MCF10A rerep	HepG2 tox	ATXN2 expr inh	Nrf2 inh	TGFb inhibitor	Nrf2 ARE act	IL-1B inflam inh	ATXN viability	A549 tox
COc1ccc(N(CCCN2C(=O)c3cccc4cccc(c34)C2=O)C(=O)c2ccncc2)cc1	-4.1%	-14.8%	-8.2%	-5.7%	-2.5%	u	5.8	i	-8.2%
Cc1ccnc(NC(=O)CCCNC(=O)c2ccc(Cl)cc2)c1	4.9%	-2.8%	54.6%[activator]	10.2%	-0.4%	2.0%	u	i	2.0%
CCN(C(=O)CSc1nncn1-c1ccccc1)C1CCS(=O)(=O)C1 (stereo unspecified)	-0.1%	-0.1%	8.9%	-5.5%	-16.9%	0.2%	12.8	i	11.0%
CC(=O)c1cccc(NC(=O)C(C)OC(=O)CNC(=O)c2ccc(C)s2)c1 (stereo unspecified)	-3.7%	-13.0%	x	21.9%	-19.8%	-0.7%	-4.8	i	0.0%
CCn1c2ccccc2c2cc(NC(=O)COc3ccc(C)cc3C)ccc21	x	-50.6%	-20.7%	-14.8%	-20.9%	-0.3%	x	i	8.6%
COc1ccc(CN2C(=O)CCC2(C)C(=O)NCc2cccnc2)c(OC)c1 (stereo unspecified)	0.3%	-28.0%	2.0%	12.5%	-8.4%	0.1%	-2.6	i	-1.9%
N#Cc1c(Cl)nsc1NC(=O)c1ccccc1	u	-41.4%	0.0%	2.59µM*	3.55µM*	2.8%	u	i	u
Cc1ccnc(SCc2cc(=O)c(OC(=O)c3ccco3)co2)n1	-4.5%	-1.7%	-13.2%	5.8%	1.9%	-0.1%	23.8	u	0.9%
CCOc1ncccc1C(=O)Nc1cc(S(=O)(=O)N2CCCCCC2)ccc1OC	u	2.2%	-25.2%	3.3%	-5.1%	-0.2%	9.5	u	1.6%
Cc1ccccc1Cn1ccc(NC(=O)c2nn(C)cc2[N+](=O)[O-])n1	6.51µM*	-16.6%	11.8%	3.0%	-10.6%	15.7%	x	i	2.2%
CN(C)c1ccc(/C=N/N2C(=O)c3ccccc3C2=O)cc1	6.2%	5.0%	14.2%	u	-10.9%	3.7%	8.8	i	6.0%
COc1ccc(F)cc1C(=O)C1CCCN(Cc2ccc(Sc3nncn3C)o2)C1 (stereo unspecified)	u	-4.3%	0.1%	1.8%	-9.2%	2.2%	26.7	i	3.0%
CC1(C)NC(=O)N(CC(O)COc2cccc(F)c2)C1=O (stereo unspecified)	-8.1%	43.5%	0.3%	-0.5%	21.6%	-0.6%	12.9	i	-6.4%
Cc1nc(NCc2ccccn2)c2ccccc2n1	1.4%	1.6%	-10.5%	6.51µM*	-23.5%	-0.8%	-9.4	i	-1.9%
O=C(Nc1ccccc1)Nc1nc2ccccc2s1	-1.9%	-4.6%	89.4%[activator][11.3 µM]	u	6.0%	4.8%	1.1	i	1.1%
COc1ccc(NC(=O)C2Cc3c(-c4ccc(Cl)cc4)ccnc3O2)cc1 (stereo unspecified)	x	-18.6%	-8.8%	x	-10.5%	0.4%[9.22 µM]	-7.3	i	x
Cc1ccc(OCC(=O)N2CCOCC2)c([N+](=O)[O-])n1	-10.9%	-3.5%	0.5%	1.1%	-2.3%	0.4%	14.7	i	-4.1%
O=S(=O)(c1ccc(Cl)c(F)c1)N1CCC(c2nc(-c3ccncc3)no2)CC1	70.6%	-29.9%	-23.7%	x	8.1%	0.3%	0.0	i	-0.1%
COc1ccccc1[C@@]1(C)ON(c2ccccc2C(F)(F)F)C1=O	u	-27.1%	-29.8%	-33.5%	u	0.5%	-94.3*	u	u
O=C(O)CCC(=O)NNC(=O)c1ccc(Br)cc1	-0.5%	7.3%	1.2%	-13.7%	-18.2%	2.5%	-0.2	i	-3.6%
Cn1ncc(Br)c1NC(=O)c1cc(Cl)cc(Cl)c1	1.3%	-0.6%	x	-1.5%	-13.5%	0.4%	-10.6	i	0.0%
Cc1noc(C)c1NC(=O)N(C)C[C@@H]1Oc2ncc(Br)cc2C(=O)N([C@@H](C)CO)C[C@H]1C	x	-1.6%	-0.4%	x	2.0%	-0.3%	10.4	u	x
CCOc1cc(S(=O)(=O)NCCc2ccc(OC)c(OC)c2)c(OCC)cc1-n1cnnn1	12.7%	8.1%	2.3%	-7.7%	19.5%	-0.4%	-13.1	i	23.4%
Cc1ccccc1CN(c1ccc(C(=O)NCC2CCCO2)cc1)S(C)(=O)=O (stereo unspecified)	1.7%	2.7%	-3.7%	0.2%	4.8%	-0.4%	13.0	i	-1.0%
CC(=O)c1c(CC(=O)O)[nH]n(-c2nc3ccccc3s2)c1=O	-3.8%	-63.1%	27.0%	x	-4.1%	-0.2%	9.5	i	-0.5%

(list continues)
SMILES	MCF10A rerep	HepG2 tox	ATXN2 expr inh	Nrf2 inh	TGFb inhibitor	Nrf2 ARE act	IL-1B inflam inh	ATXN viability	A549 tox
COCC1CCN(C(=O)c2cc(COc3ccc(-n4cncn4)cc3)on2)C1 (stereo unspecified)	2.1%	0.7%	1.5%	-0.8%	-0.1%	-0.5%	-10.1	u	-3.8%
COc1ccc(/C=N/NC(=O)C(C)n2nnc3ccccc32)cc1OC (stereo unspecified)	-1.3%	0.2%	-3.7%	11.0%	-2.9%	0.9%	0.7	u	-4.3%
CNNC(=O)C(=O)NNS(=O)(=O)c1ccccc1	-0.1%	-2.3%	x	-0.1%	-0.1%	-0.3%	-7.6	i	-2.0%
O=C(CSc1cn(CC(=O)N2CCCCC2)c2ccccc12)Nc1ccccc1F	x	-24.3%	x	u	-4.2%	3.8%	x	x	-0.5%
CCNC(=S)NNC(=O)c1ccc(OC(F)F)cc1	10.9%	10.7%	3.2%	-17.0%	-7.2%	0.2%	3.9	i	-3.1%
Cc1c(C2(O)C(=O)Nc3ccc(F)cc32)c(=O)n(-c2ccccc2)n1C (stereo unspecified)	-0.4%	-3.6%	0.1%	26.3%	-7.4%	-0.6%	1.3	i	-1.5%
Fc1ccc(-c2cn3cc(Cc4ccccc4Cl)sc3n2)cc1	x	-34.5%	-8.0%	u	-11.4%	-1.6%	x	i	0.1%
CC1Cc2ccccc2N1S(=O)(=O)c1cccc(C(=O)N2CC(=O)Nc3ccccc32)c1 (stereo unspecified)	u	-16.2%	-18.4%	-8.6%	-17.0%	0.4%	62.7	i	-0.8%
CCN(CC)CC(=O)NC1CCCc2c1cnn2-c1cc(F)cc(F)c1 (stereo unspecified)	0.6%	-6.7%	17.1%	10.2%	-0.9%	-0.6%	13.1	i	1.6%
O=C(Cc1n[nH]c(=O)c2ccccc12)Nc1cccc(S(=O)(=O)N2CCCC2)c1	3.7%	5.1%	-20.9%	u	-9.1%	0.2%	13.2	i	3.8%
C=CCOC(=O)c1sc(NC(=O)c2ccc(OC)cc2)nc1C	10.5%	2.8%	1.8%	u	-3.7%	-0.2%	-1.7	i	u
CC1CCCCN1C(=O)c1ccc(Br)o1 (stereo unspecified)	4.9%	-2.7%	2.7%	-6.2%	-1.3%	-0.4%	0.0	i	-1.5%
CC(C)(C)n1nc(-c2ccc(Cl)cc2)c2c(N)ncnc21	u	17.3%&-0.3%	-16.0%	u	u	0.9%	-9.2	u	-8.3%
O=c1[nH]nc(C(F)(F)F)c2nnn(Cc3ccccc3Cl)c12	-8.0%	3.5%	-5.6%	-0.1%	-3.0%	0.0%	0.0	i	2.1%
Cc1nnc(SCc2ccccc2)n1CC1CCCO1 (stereo unspecified)	u	6.7%	1.5%	3.6%	0.7%	0.5%	-0.9	i	0.3%
CCOC(=O)c1sc(NC(=O)CC)c(C#N)c1C	1.6%	5.7%	22.9%	u	-22.0%	-0.2%	-20.2	u	-14.6%
O=C(CN1CCCCC1)Nc1ccccc1	4.3%	6.7%	6.1%	15.3%	-2.2%	-0.6%	-11.6	i	-4.6%
COc1ccccc1NS(=O)(=O)c1cccc(NC(=O)Nc2ccccc2)c1	17.0%	-25.4%	-28.9%	2.59µM*	10µM*	0.5%	-79.1*	i	-12.0%
CCCN1CCC(=O)N([C@H](CN=[N+]=[N-])CC(C)C)CC1	31.4%	-28.4%	-3.9%	-5.1%	u	-0.9%	44.9	i	-0.1%
CC(C)CNC(=O)COC(=O)c1ccccc1SCC(=O)NCC(C)C	2.4%	11.3%	1.7%	0.2%	-4.2%	0.3%	21.2	i	5.1%
O=C(CNC1CCCC1)Nc1ccc(S(=O)(=O)N2CCCCC2)cc1	9.9%	-22.6%	-11.2%	-5.0%	1.0%	-0.4%	-10.8	i	0.3%
O=C(CSCc1ccco1)NC1CCCC1	-1.9%	-20.6%	22.5%	1.6%	13.1%	0.1%	3.3	i	-0.3%
Cc1nc2ccc(S(=O)(=O)NCC(=O)NCCc3ccc(Cl)cc3)cc2s1	-1.0%	-24.0%	-7.8%	1.8%	-10.2%	-0.8%	7.4	i	1.8%
C=CCOc1ccc2c(c1)c(=O)cc(C(=O)O)n2CC	0.2%	7.4%	-11.4%	-5.8%	-6.5%	-0.4%	6.5	i	-3.1%
CCc1nc(SCc2ccc([N+](=O)[O-])cc2)n[nH]1	-5.2%	-0.6%	9.9%	0.9%	-12.6%	-0.5%[9.22 µM]	0.0	i	10.2%
COc1cc(NC(=O)C2CCCO2)c(OC)cc1Cl (stereo unspecified)	1.0%	0.0%	-4.3%	x	-4.0%	-0.4%	-26.2	i	-5.6%
Cn1c(=O)c2c(-c3ccc(Cl)cc3)n(CCc3ccccc3)cc2n(C)c1=O	x	-27.3%	7.5%	u	u	3.9%	x	i	13.1%
N/C(=N\OC(=O)COc1ccc(Cl)cc1)c1cccnc1	-2.0%	6.5%	50.8%[activator]	16.6%	6.9%	3.5%	9.6	i	1.1%

A few values from the list.
COc1ccc(/C=N/NC(=O)C(C)n2nnc3ccccc32)cc1OC (stereo unspecified) | HepG2 tox: 0.2%
CCN(C(=O)CSc1nncn1-c1ccccc1)C1CCS(=O)(=O)C1 (stereo unspecified) | Nrf2 ARE act: 0.2%
